# Vif inh – blocks HIV Vif function | 0.35% of 340,000 active | HEK293T cells, Vif self-association by quenched fluorescence, imaging, 24 h | inhibition, % at 7.49 µM; in the data active = inhibition above about 50%, passing the limit was not always enough; note: some results filed as inactive read as strong as hits
# aDG glyco act – increases alpha dystroglycan glycosylation; 0.22% of 360,000 active; Pro5-aDG cells, alpha-DG glycosylation AlphaScreen (IIH6); 0% Pro5, 100% B10-LARGE cell signal; activation, % at 10 µM;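 active = activation of at least 8% versus controls, or a plate z-score of at least 8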;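 note: Pro5 are CHO cells carrying HIG-tagged alpha-DG that lacks glycosylation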
# ABCB6 inh MLPCN – blocks the human ABCB6 transporter. Q9NP58. K562-ABCB6 porphyrin accumulation, flow cytometry, 1 h; active compounds read low. fluorescence ratio to DMSO, % at 10 µM. 0.19% of 360,000 active. AID 602162;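 active = fluorescence ratio to DMSO below 75%, the collection mean minus 3 SD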;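 note: signal is porphyrin accumulated inside mitochondria; 100% equals median channel fluorescence of DMSO control wells; lower ratio means ABCB6 inhibition with less porphyrin fluorescence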
# CaV13 ICDI inh – Primary screen for inhibitors of IQ motif and Ca2+-dependent inactivation inhibitor domain binding in CACNA1D, Förster resonance energy transfer in living cells, … | AID 743397 | inhibition, % at 12.3 µM | HEK cells, CFP/YFP FRET ICDI-IQ, plate reader, 10 min; percent FRET-ratio fall versus neutral wells | 0.098% of 340,000 active;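 active = mean replicate inhibition of at least 30% and at least 1% of replicates passing that level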;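 note: 0% = median of the neutral control wells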
# Cardio protect – protects H9c2 cardiomyocytes from peroxide injury; H2O2 injury protection, ATPLite, 2 h; protection from H2O2 cell death, % at 20 µM; 0.63% of 360,000 active; AID 588492;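 active = compounds giving at least 50% protection of heart cells from peroxide-induced death in the single-dose screen, raw or plate-pattern-corrected value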;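 note: 0% = DMSO wells with peroxide and 100% = DMSO wells without peroxide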
# MC4R barr agon – activates human MC4R beta-arrestin recruitment. U2OS MC4R beta-arrestin complementation, luminescence; percent of melanotan II response, DMSO zero. 0.98% of 360,000 active. P32245. activation, % at 8.9 µM;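 active = activation above a per-plate cutoff, the mean activation of sample wells on that plate plus 3 SD, cut at about 8% in these data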
# MC4R antagonist – human MC4R antagonism in cAMP assay; MC4R-expressing cells, MTII-stimulated cAMP, LANCE TR-FRET; inhibition, % at 6.5 µM; 0.48% of 360,000 active;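 active = inhibition above its plate's cutoff, the mean of tested wells on that plate plus 3 SD, cut at about 29% in these data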;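 note: 0% = Melanotan II alone and 100% = Melanotan II plus saturating MCL0020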
#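 Material – human MC4R-expressing U2OS cells · Repeats – no replicates · Detection – TR-FRET with Eu-cAMP and labeled anti-cAMP, 671 nm · Times – compound 30 min, challenge 1 h, detection 1 h · Compound – single nominal compound dose of 6.5 µM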
# m5-HT2A agonist – mouse HTR2A agonism via beta-arrestin recruitment; P35363; CHO-K1 mHTR2A beta-arrestin complementation, luminescence; percent of 30 µM serotonin response; activation, % at 7.6 µM; 0.66% of 360,000 active; AID 624169;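 active = activation above a run cutoff, the mean activation of all tested compounds plus 3 SD, cut at about 14% in these data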;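 note: 0% = plate median of compound wells and 100% = 30 µM serotonin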
# Target sequence (P35363 whole entry, looked up): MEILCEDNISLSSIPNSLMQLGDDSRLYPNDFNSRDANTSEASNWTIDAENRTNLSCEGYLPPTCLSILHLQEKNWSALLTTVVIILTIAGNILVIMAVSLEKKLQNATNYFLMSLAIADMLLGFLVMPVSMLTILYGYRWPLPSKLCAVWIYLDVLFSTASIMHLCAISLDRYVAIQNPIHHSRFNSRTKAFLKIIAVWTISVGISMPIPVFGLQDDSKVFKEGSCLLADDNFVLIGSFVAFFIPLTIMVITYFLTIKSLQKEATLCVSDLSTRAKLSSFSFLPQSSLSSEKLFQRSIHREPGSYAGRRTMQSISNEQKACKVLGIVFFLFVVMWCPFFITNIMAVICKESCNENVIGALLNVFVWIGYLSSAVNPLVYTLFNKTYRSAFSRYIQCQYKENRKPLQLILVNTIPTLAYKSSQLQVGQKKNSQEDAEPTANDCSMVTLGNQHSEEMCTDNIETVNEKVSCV
# N-glyco inh – N-linked glycosylation inhibition | D54 ERlucT glycosylation luciferase reporter, 24 h; percent of 100 nM tunicamycin response | reporter increase, % at 12.5 µM | 0.23% of 360,000 active;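 active = mean luciferase reporter signal, scaled so untreated is 0 and the glycosylation-blocking control 100, at or above a set limit in every replicate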;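 note: luciferase carries N-glycosylation sites so blocking glycosylation raises the light; 0% = median of neutral control wells and 100% = median of 100 nM tunicamycin wells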
# PDI turbidity – inhibitors of human protein disulfide isomerase; P07237; PDI insulin aggregation turbidity, A650, 90 min; inhibition, % at 10 µM; 0.052% of 350,000 active; AID 588391;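 active = mean inhibition across replicates of 30% or more, whatever share of single replicates reach that level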;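 note: absorbance from insulin aggregation driven by PDI reduction with DTT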
# Target sequence (P07237 whole entry, looked up): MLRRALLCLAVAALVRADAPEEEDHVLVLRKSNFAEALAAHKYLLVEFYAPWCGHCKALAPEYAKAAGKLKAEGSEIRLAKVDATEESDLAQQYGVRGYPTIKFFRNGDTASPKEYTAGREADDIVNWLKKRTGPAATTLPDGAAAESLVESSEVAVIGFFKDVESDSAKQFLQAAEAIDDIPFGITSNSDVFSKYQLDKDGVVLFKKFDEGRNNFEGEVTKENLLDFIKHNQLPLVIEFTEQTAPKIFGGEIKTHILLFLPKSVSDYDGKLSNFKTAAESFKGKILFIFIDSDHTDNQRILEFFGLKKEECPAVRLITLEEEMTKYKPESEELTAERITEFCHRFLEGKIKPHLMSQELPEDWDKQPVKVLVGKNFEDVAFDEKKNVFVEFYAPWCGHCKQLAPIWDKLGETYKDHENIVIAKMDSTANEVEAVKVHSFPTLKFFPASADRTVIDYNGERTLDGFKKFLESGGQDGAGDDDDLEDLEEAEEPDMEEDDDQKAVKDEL
# * hit, by the source's call; x = no result given.
compound	Vif inh	Cardio protect	m5-HT2A agonist	MC4R barr agon	ABCB6 inh MLPCN	PDI turbidity	MC4R antagonist	aDG glyco act	CaV13 ICDI inh	N-glyco inh
NNC(=S)NC1CCS(=O)(=O)C1 (stereo not drawn)	8	2	3	-1.3	99	4	-2	-0.1	-5	2
COc1ccc(Br)cc1/C=N/n1c(COc2ccccc2)n[nH]c1=S	-4	-6	9	2.3	97	-4	3	0.1	-20	-1
COc1ccc(/C=C2\SC(=O)N(CCC(=O)N(C)C3CCS(=O)(=O)C3)C2=O)cc1 (stereo not drawn)	-7	-10	-1	-0.7	96	12	3	0.8	-4	1
Cc1ccccc1NC(=O)NNC(=O)OC(C)(C)C	-1	3	1	0.5	97	-8	11	0.0	-14	1
COC(=O)c1ccc(S(=O)(=O)NCc2ccc(S(N)(=O)=O)cc2)n1C	-10	4	2	-1.0	96	-7	2	-0.1	-2	0
FC(F)(F)c1ccc(-c2nnc(-c3ccccn3)c(-c3ccccn3)n2)nc1	13	2	0	1.2	96	3	13	0.1	-5	0
Cc1ccc(S(=O)(=O)NCCc2nnc3ccc(NCCCOC(C)C)nn23)cc1	-1	-1	0	-1.8	100	11	-4	-0.2	-18	3
COc1ccc(S(=O)(=O)NC(C)c2ccccc2)cc1C(=O)N1CCCCC1 (stereo not drawn)	x	6	5	-1.5	99	-5	-4	-0.2	x	x
COc1ccc(CNS(=O)(=O)c2ccc3c(c2)CCN3C(=O)C2CCC2)cc1	6	-9	-3	-2.6	103	-1	-3	0.0	-16	2
CC(=O)N1CCc2cc(Br)cc(S(=O)(=O)CCC(=O)N3CCN(c4ccccn4)CC3)c21	13	-5	2	-0.1	96	0	-5	-0.4	-1	2
COc1ccc(C(=O)O)cc1S(N)(=O)=O	0	3	1	-1.3	97	1	13	0.1	-20	0
CCNC(=O)C1CCCN(C(=O)c2cccc3ccccc23)CC1 (stereo not drawn)	-4	0	-5	-1.2	102	3	1	0.0	-11	0
O=C(Cn1c(=O)n(Cc2ccco2)c(=O)c2ccccc21)Nc1cccc(Cl)c1	-1	10	-3	-0.9	98	-2	5	0.2	-3	-4
CCOC(=O)Cn1nc(-c2ccc(F)cc2)oc1=O	2	4	-1	1.4	103	5	8	0.0	-3	-1
CCCCNC(=S)N/N=C/c1ccc(C#N)cc1	2	0	-3	-1.0	83	-5	8	0.4	-2	-4

# 3 structures from above, sorted by number of heavy atoms, smallest number first:
compound	Vif inh	Cardio protect	m5-HT2A agonist	MC4R barr agon	ABCB6 inh MLPCN	PDI turbidity	MC4R antagonist	aDG glyco act	CaV13 ICDI inh	N-glyco inh
Cc1ccccc1NC(=O)NNC(=O)OC(C)(C)C	-1	3	1	0.5	97	-8	11	0.0	-14	1
O=C(Cn1c(=O)n(Cc2ccco2)c(=O)c2ccccc21)Nc1cccc(Cl)c1	-1	10	-3	-0.9	98	-2	5	0.2	-3	-4
CC(=O)N1CCc2cc(Br)cc(S(=O)(=O)CCC(=O)N3CCN(c4ccccn4)CC3)c21	13	-5	2	-0.1	96	0	-5	-0.4	-1	2

# Next records:
compound	Vif inh	Cardio protect	m5-HT2A agonist	MC4R barr agon	ABCB6 inh MLPCN	PDI turbidity	MC4R antagonist	aDG glyco act	CaV13 ICDI inh	N-glyco inh
CN(C)c1ccc(C(=O)NN2C(=O)c3ccccc3C2=O)cc1	-2	4	4	-1.8	97	-7	21	-0.5	-3	-2
Cn1ccc(NC(=O)c2ccc(Cl)cc2Cl)n1	3	-4	0	-0.5	97	-5	3	0.0	-2	-3
CCN(C(=O)CSc1cc(C)c2ccccc2n1)c1c(N)n(Cc2ccccc2)c(=O)[nH]c1=O	4	6	-4	-1.3	98	2	22	-0.3	4	4
Cc1ccc(C(=O)O/N=C/c2c(C(F)(F)F)nn(C)c2Sc2ccc(Cl)cc2)cc1	-3	-14	-4	-1.1	101	4	-2	0.5	-5	0
O=C(c1ccco1)N1CCN(S(=O)(=O)c2ccc3c(c2)OCCO3)CC1	-8	1	-4	-2.4	111	-3	14	-0.3	x	4
Nn1c(SCc2ccc(F)cc2)nnc1-c1ccncc1	3	1	-3	0.0	99	-7	0	0.1	3	12
O=C(COC(=O)/C=C/c1cccc(C(F)(F)F)c1)NC1CCCCCC1	-4	4	6	-3.5	98	-7	0	-0.3	-3	1
COc1cc(OC)c(N(C)S(=O)(=O)c2cccc(C(=O)NC(C)C3CC4CCC3C4)c2)cc1Cl (stereo not drawn)	1	4	6	-0.7	91	0	1	-0.2	-4	-6
CCOC(=O)c1c(O)c2ccccc2n(-c2ccccc2)c1=O	20	5	6	1.2	103	-5	-9	-0.3	-1	0
O=C(NC1CCCCC1)C(c1ccc2ncccc2c1)N(Cc1ccc(F)cc1)C(=O)c1cccs1 (stereo not drawn)	-4	9	0	2.6	101	-8	10	-0.2	-10	-7
Cc1nc2nc(CCNS(=O)(=O)c3ccc(Cl)cc3)cn2nc1C	1	-3	-1	-0.7	103	-1	11	0.5	-14	0
Cc1nnc2ccc(N3CCOCC3)nn12	-65	1	-4	-2.9	100	-4	0	0.0	-7	2
O=C(NCc1cccnc1)c1cn(CCc2ccccc2)nn1	x	-2	-6	0.2	98	8	1	0.0	-1	0
Cc1ccc(/C=N/NC(=O)C2COc3ccccc3O2)s1 (stereo not drawn)	-4	8	2	-2.0	107	2	-22	-0.1	-6	21
CCO[C@@H]1OC(C(=O)N2CCN(Cc3ccccc3)CC2)=C[C@H](c2ccc(C(F)(F)F)cc2)[C@H]1CCCO	-7	7	-4	1.9	94	6	2	0.0	-5	-2
O=C(c1ccco1)c1nc2c(n1O)CCCCC2	33	-8	3	-1.7	87	-4	-1	0.0	-1	1
O=C(Nc1ccc2c(c1)C(=O)N(CC1CCCO1)C2=O)c1ccccc1Br (stereo not drawn)	-5	8	0	0.8	96	-3	9	0.0	-7	0
Cc1ccc(CC2CC(=O)N(c3cc(Cl)ccn3)C2=O)cc1 (stereo not drawn)	-3	-8	4	2.9	102	-3	4	0.2	-4	3
COc1ccc(OC)c(N(CC(=O)NCC2CCCO2)S(=O)(=O)c2ccccc2)c1 (stereo not drawn)	28	2	-6	-1.6	98	-3	11	0.0	-3	-1
CS(=O)(=O)Nc1ccccc1C(=O)c1ccccc1	20	5	0	0.5	99	-6	1	0.0	-6	1
CC1CCN(C(=O)Cn2c(SCC(=O)Nc3nccs3)nc3ccccc32)CC1	-2	9	8	-0.5	102	0	8	0.1	-8	3
Cc1ccc(CS(=O)Cc2ccc(C(=O)N3CCOCC3)o2)cc1 (stereo not drawn)	16	-2	3	-0.2	99	5	18	-0.4	-7	3
CC(C)c1ccc(NC(=O)CSc2n[nH]c(=O)n2-c2cccnc2)cc1	-3	-5	-3	-2.4	98	-18	-1	0.2	-3	3
Cc1cccc(-c2nc(CS(=O)CC(=O)NCc3ccco3)c(C)o2)c1 (stereo not drawn)	-6	1	1	-0.8	99	-2	-2	-0.2	-2	0
CN(C)CCN(C(=O)/C=C/c1cccs1)c1nc2ccc(Br)cc2s1	-6	-3	-7	31*	101	6	4	0.0	-15	2
O=C(CSc1nc(-c2ccccc2)nc2ccccc12)Nc1cccc(C(=O)O)c1	-1	11	-1	-1.2	105	1	6	-0.2	3	3
O=C(Cn1cnc([N+](=O)[O-])c1)NCCc1ccccc1	1	-3	6	0.9	100	-4	0	0.0	-4	2
Cc1ccccc1-n1c(=O)c2ccccc2n2c(=O)[nH]nc12	-2	8	3	-1.6	93	-4	-12	0.1	3	1
CSCCC(NS(=O)(=O)c1ccccc1)C(=O)OCc1cc(=O)oc2cc(O)ccc12 (stereo not drawn)	-1	56*	-7	0.7	99	19	-11	0.1	-1	3
O=C(CS(=O)CC(=O)N(c1ccccc1)C(C(=O)NC1CCCCC1)c1ccco1)Nc1ccc(F)cc1 (stereo not drawn)	-1	-7	1	-1.8	95	-11	7	0.1	-15	1
CCOC(=O)CCNC(=O)N1CCCC(C(=O)c2ccc3c(c2)OCO3)C1 (stereo not drawn)	7	9	0	-1.1	105	6	10	-0.2	-19	3
C=CCOc1cccc(C2C(C(=O)c3ccc(C)o3)=C(O)C(=O)N2CCCn2ccnc2)c1 (stereo not drawn)	-4	-2	1	-0.3	109	-1	3	-0.1	x	-1
N#Cc1cccc(C(=O)OCC(=O)c2ccc3c(c2)NC(=O)CO3)c1	-13	5	-1	-2.0	93	7	1	0.1	-5	2
CCn1c2ccccc2c2nc3ccccc3nc21	-12	-1	4	3.0	120	6	-8	0.2	x	5
COc1ccc2[nH]c(C(=O)N3CCC(CO)(Cc4cccc(C(F)(F)F)c4)CC3)c(C)c2c1	11	-1	2	5.9	100	-51	2	0.7	-22	-5
COc1ccc(OCC(O)CNC(=O)Nc2ccc(C(C)(C)C)cc2)cc1 (stereo not drawn)	-6	-5	0	-0.4	103	-1	-5	-0.1	-4	-1
COc1ccc(S(=O)(=O)N2CCCCC2)cc1NC(=O)CCNC(=O)c1ccccc1Cl	-5	-1	4	0.1	97	12	3	-0.2	-14	-1
O=C(N/N=C/C=C/c1ccccc1)c1cc2c(ccc3ccccc32)o1	3	-30	1	0.2	104	0	-15	-0.6	x	4
CCCCn1c(N)c(N(CCC(C)C)C(=O)c2cccc(-n3cnnn3)c2)c(=O)[nH]c1=O	-4	-2	0	-0.4	102	-6	2	0.3	-6	-1
CCCc1ccc(S(=O)(=O)N2CCN(C(C)C(=O)NCc3ccc(OC)cc3)CC2)cc1 (stereo not drawn)	-11	-6	1	-0.4	94	4	19	0.3	-8	-1
CCOc1ccc2cc(C#N)c(SCC(=O)N3CCC(C)CC3)nc2c1	-4	11	0	-0.5	90	-3	16	-0.1	-4	-6
CCN1CCN(C(c2ccccc2)c2nnnn2Cc2ccc3c(c2)OCO3)CC1 (stereo not drawn)	8	-2	-5	-1.6	95	1	7	0.0	-1	0
Cc1ccnc(NS(=O)(=O)c2ccc(NC(=O)c3ccc(N4C(=O)CCC4=O)cc3)cc2)n1	-4	-1	6	5.9	99	4	-1	0.4	-18	-4
CCCc1cc(=O)oc2cc(OCC(=O)NC(Cc3c[nH]c4ccc(O)cc34)C(=O)O)c(Cl)cc12 (stereo not drawn)	1	-2	6	-1.9	104	x	-2	0.0	x	2
CCOC(=O)N1CCC(NC(=O)CC2C(=O)NCCN2Cc2ccc(C)cc2)CC1 (stereo not drawn)	-9	-1	-4	-1.8	101	4	14	-0.3	-2	1
CCOC(=O)N1CCN(C(=O)CN(c2cc(Cl)ccc2OC)S(=O)(=O)c2ccccc2)CC1	-1	10	-5	-0.8	99	4	1	0.1	x	0
Cc1ccc(Nc2c([N+](=O)[O-])c(=O)oc3ccccc23)cc1C	-2	-11	-1	-5.8	96	-1	3	0.0	3	1
COC(=O)CC1C(=O)NCCN1C(=S)NC(=O)C(c1ccccc1)c1ccccc1 (stereo not drawn)	3	4	8	-0.5	96	2	5	-0.1	-5	2
COc1ccc(CS(=O)(=O)CC(C)(O)c2ccc(Cl)cc2)cc1 (stereo not drawn)	x	-5	-10	0.9	82	-1	4	0.3	-19	2
COc1cc(OC)c(OC)cc1CN1CCN(Cc2cccn2C)CC1	-1	-2	-4	-2.4	99	-5	5	-0.1	-4	0

# From PubChem
